Source: PubChem BioAssay (National Center for Advancing Translational Sciences (NCATS))
DT40 TDP1 CPT – qHTS for Inhibitors of human tyrosyl-DNA phosphodiesterase 1 (TDP1): qHTS in cells in presence of CPT | chicken DT40 Tdp1-/-;hTDP1 cells + 20 nM CPT, ATP luminescence, 48 h | Potency, µM (highest dose often 46.2 µM), for the others: at the top dose activity change, negative = growth inhibition, usual class: inhibitors | hit rate 12% among 420,000 | AID 686979, 2013; also: nearly all actives have a fitted effect of over 55% in size
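Chicken DT40 Tdp1-/- cells complemented with human TDP1, 400 cells/well, exposed to compounds plus 20 nM camptothecin for at least 48 h at 37 C; viability read as ATP content by CellTiter-Glo luminescence.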
DT40 TDP1 no CPT – qHTS for Inhibitors of human tyrosyl-DNA phosphodiesterase 1 (TDP1): qHTS in cells in absence of CPT. DT40 Tdp1-/- hTDP1 cells, no CPT, ATP luminescence, 48 h. Potency, µM (top dose mostly 46.2 µM), without a hit: at the top dose activity change, negative = growth inhibition, most hits filed as inhibitors. hit rate 15% among 420,000; also: nearly all actives have a fitted effect of over 55% in size
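A cellular qHTS used chicken DT40 cells lacking endogenous Tdp1 but carrying stably transfected human TDP1. Compounds were applied without camptothecin, and cell growth kinetics were judged by ATP-dependent luminescence after ≥48 hr.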
GCN5L2 inh – qHTS Assay for Inhibitors of GCN5L2. Histone acetyltransferase KAT2A (Homo sapiens), Q92830. GCN5L2 HAT assay, ThioGlo1 CoA-SH fluorescence. Potency, µM (doses to about 58.9 µM), inactives show at the highest dose activity change, negative = inhibition, actives largely listed as inhibitors. hit rate 0.21% among 390,000. AID 504327, 2011
Target sequence (Q92830 whole entry, looked up): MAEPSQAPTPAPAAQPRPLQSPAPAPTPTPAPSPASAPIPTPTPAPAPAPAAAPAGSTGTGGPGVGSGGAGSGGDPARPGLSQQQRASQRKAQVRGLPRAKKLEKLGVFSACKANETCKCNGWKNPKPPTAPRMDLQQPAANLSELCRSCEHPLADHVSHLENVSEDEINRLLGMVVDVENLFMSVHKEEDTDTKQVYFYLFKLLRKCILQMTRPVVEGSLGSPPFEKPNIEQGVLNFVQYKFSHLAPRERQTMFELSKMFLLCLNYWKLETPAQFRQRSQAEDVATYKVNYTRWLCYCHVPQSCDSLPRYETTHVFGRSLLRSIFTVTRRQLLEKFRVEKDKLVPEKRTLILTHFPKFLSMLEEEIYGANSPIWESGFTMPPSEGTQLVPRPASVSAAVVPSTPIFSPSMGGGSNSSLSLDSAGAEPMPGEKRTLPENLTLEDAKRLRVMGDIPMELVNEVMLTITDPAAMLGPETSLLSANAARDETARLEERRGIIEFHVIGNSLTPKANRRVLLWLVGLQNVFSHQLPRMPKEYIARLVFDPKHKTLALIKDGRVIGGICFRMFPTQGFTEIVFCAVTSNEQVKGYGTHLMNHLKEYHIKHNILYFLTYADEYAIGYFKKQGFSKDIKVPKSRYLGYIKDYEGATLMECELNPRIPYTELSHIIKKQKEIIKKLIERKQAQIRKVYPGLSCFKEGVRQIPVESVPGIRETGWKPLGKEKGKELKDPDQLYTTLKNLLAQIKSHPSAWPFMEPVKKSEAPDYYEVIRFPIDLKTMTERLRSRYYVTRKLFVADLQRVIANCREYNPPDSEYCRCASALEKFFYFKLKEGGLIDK
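Compounds, pin-transferred from DMSO stocks, meet 20nM GCN5L2 for 15 min before the reaction begins with H3(1-25) peptide (75uM) and acetyl-CoA (70uM). Thiol-reactive ThioGlo1 reports CoA release over 20 min at room temperature.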
The depositor's hits bear a star; ? = inconclusive; . = no result given; [ ] = remark or other dose. Calls follow the shape of the dose curve; as a rule, active = well fitted curve in the direction sought with a large enough effect; inconclusive = small, poorly fitted or top-dose-only effect, or another doubt; inactive = no such curve, though single readings can be large; an effect the other way counts as inactive or inconclusive. % is scaled to controls: 0 for no effect and ±100 for the full control effect; potency is read from the fitted curve at half-maximal effect.

Fields: DT40 TDP1 CPT	DT40 TDP1 no CPT	GCN5L2 inh
(1) O=C(Nc1ccccc1)c1ccc(NCC2CCCO2)c(S(=O)(=O)N2CCOCC2)c1 (centres undefined)
    -18.0%	?	-10.1%
(2) CCOc1ccccc1NC(=O)COC(=O)CCOc1cc(C)ccc1C
    -11.1%	-24.0%	-4.9%
(3) Cc1ccc(NC(=O)CCC(=O)NNC(=O)/C=C/C(=O)O)c(C)c1
    13.2%	12.8%	-4.1%
(4) COc1cc(NC(=O)CCc2c(C)nc3c(c(C)nn3-c3ccccc3)c2C)cc(OC)c1OC
    14.6µM*	11.6µM*	-5.3%
(5) O=C(NCC1CC1)c1cc([N+](=O)[O-])cc([N+](=O)[O-])c1
    0.1%	8.2%	-21.7%
(6) CCOC(=O)C1CCN(CC(C)(C)NS(=O)(=O)c2ccc(C)cc2)CC1
    1.4%	-25.3%	-6.5%
(7) Cn1ncc2c1ncn1nc(COc3ccc4ccccc4c3)nc21
    -20.6%	2.2%	3.3%
(8) COc1ccc(CNC(=O)C[C@H]2C[C@H](C(=O)N3CCCCC3)[C@@]3(C)c4[nH]c5cc(-c6ccco6)ccc5c4CCN3C2=O)cc1OC
    ?	18.4µM*	-17.3%
(9) COc1ccc(C2C3=C(CC(C)(C)CC3=O)Oc3ncn(CCO)c(=N)c32)cc1OC (centres undefined)
    -6.5%	4.6%	-0.7%
(10) N#C/C(=C\c1ccc(-c2ccc([N+](=O)[O-])cc2Br)o1)C(=O)N1CCN(c2ccccc2)CC1
    5.2%	8.6%	13.0%
(11) COc1ccc(OC)c(S(=O)(=O)N2CCN(CC(O)CN3CCOCC3)CC2)c1 (centres undefined)
    -16.3%	17.5%	-2.3%
(12) C/C(=N\NC(=O)c1cccnc1)c1ccc(-n2ccnc2)cc1
    6.2%	-4.4%	-8.6%
(13) COc1ccc(N=C2S/C(=C\c3ccco3)C(=O)N2CC(C)C)cc1
    -0.1%	-6.6%	-5.6%
(14) COc1ccc(C(C)=NNc2ccc([N+](=O)[O-])cc2S(=O)(=O)Nc2ccccc2C(=O)O)c(OC)c1
    11.1%	-4.1%	?
(15) COc1ccc(NC(=O)CSc2nnnn2C2CC2)cc1S(=O)(=O)N1CCOCC1
    -2.8%	14.4%	-1.1%
(16) COc1ccccc1NC(=O)CSc1nc(-c2ccc(C(C)(C)C)cc2)c(C#N)c(=O)[nH]1
    -15.4%	-7.7%	?
(17) O=[N+]([O-])c1cccc(-c2nnnn2-c2cccc(F)c2)c1
    -2.7%	-18.2%	.
(18) O=C(Cn1cc(SCc2cccc(F)c2)c2ccccc21)N1CCCC1
    ?	20.6µM*	-11.8%
(19) CC/C(O)=C(\C#N)c1nnc2n1CCCCC2
    -14.7%	0.9%	-8.6%
(20) O=C(CCCCn1c(=O)c2ccccc2n(CC(=O)Nc2cccc(C(F)(F)F)c2)c1=O)NCc1ccc2c(c1)OCO2
    18.4µM*	?	2.9%
(21) CC1N=C2c3ccccc3N=C(SCC(=O)NCCc3ccccc3)N2C1=O (centres undefined)
    -14.4%	-19.7%	-9.2%
(22) O=C(CSc1cc(Cl)ccc1Cl)NC1CC1
    -4.1%	-13.3%	-1.1%
(23) COc1ccc(C2=Nc3ccccc3NC(=O)C2N(Cc2ccc(F)cc2)C(=O)c2ccco2)cc1 (centres undefined)
    ?	?	.
(24) CC(NC(=O)C1CCN(Cc2ccc(Oc3ccccc3)cc2)CC1)c1cccc2ccccc12 (centres undefined)
    23.1µM*	14.6µM*	.
(25) CCc1nnc(NC(=O)C2Cc3ccccc3CN2S(=O)(=O)c2ccc(C)cc2)s1 (centres undefined)
    ?	-18.1%	-14.4%
(26) O=C(COc1ccc2c3c(c(=O)oc2c1)CCCC3)NCCCN1CCCC1=O
    -0.8%	7.5%	-23.5%
(27) CCCCN(C)C(=O)c1oc2ccc(S(=O)(=O)N3CCCCCC3)cc2c1C
    18.4µM*	?	20.0%
(28) CCc1cc(CNC(=O)CCc2nnc(CCCc3ccccc3)o2)on1
    5.3%	7.5%	-1.3%
(29) N#Cc1cccnc1Oc1ccccc1
    -18.5%	-15.7%	-2.9%
(30) CC(=O)c1cc2c(cc1NC(=O)Cc1ccsc1)OCO2
    1.1%	?	-0.2%
(31) O=C(Cc1ccc(Cl)cc1Cl)Nc1ccncc1Cl
    5.17µM*	1.84µM*	1.8%
(32) c1csc(-c2cc(N3CCCCC3)c3ccccc3n2)c1
    -25.5%	?	-29.1%
(33) CCC(C)[C@H](NC(=O)N1c2ccccc2NC(=O)[C@@H]1C(C)C)C(=O)N[C@@H](Cc1ccccc1)C(=O)O (some centres undefined)
    10.8%	-5.0%	-1.9%
(34) COc1ccc(CCNC(=O)COC(=O)Cn2cnc3ccccc32)cc1OC
    7.0%	9.4%	-8.2%
(35) Cc1ccc(CN2CCN(Cc3ccc4cccc(F)c4n3)CC2CCO)cc1 (centres undefined)
    -8.1%	-1.3%	-12.3%
(36) CCOC(=O)c1c(C)c(C(=O)NCCc2ccc(OC)cc2)c(C)n1CC
    -8.1%	?	0.7%
(37) O=C(CSc1ccccc1)N1CCN(c2ccc(F)cc2)CC1
    0.3%	?	.
(38) COc1ccccc1C(=O)NC(=O)CSc1nnc(SC)s1
    4.1%	8.6%	-1.3%
(39) COC(=O)c1ccccc1NC(=O)C1CCC(=O)N1S(=O)(=O)c1ccc(C)cc1 (centres undefined)
    -3.1%	-5.3%	7.5%
(40) COc1ccc(C2(NC(C)=O)CCN(Cc3cccnc3)CC2)cc1
    16.7%	3.9%	-4.9%
(41) COC(=O)c1c(C(=O)OC)c(-c2cccc(F)c2)n2c1CS(=O)(=O)C2
    -2.9%	14.6%	1.7%
(42) COc1cccc(CN2CCN(C3CCN(c4ccccc4F)CC3)CC2CCO)c1 (centres undefined)
    ?	?	?
(43) O=[N+]([O-])c1cc(S(=O)(=O)N2CCCC2)ccc1N/N=C/c1cccnc1
    -25.6%	-13.8%	1.3%
(44) COc1ccc(S(=O)(=O)c2cn(Cc3ccccc3)c3ccc(OC)cc3c2=O)cc1
    11.6µM*	25.9µM*	-10.1%
(45) CC(NC(=O)C(=O)Nc1c2c(nn1-c1ccccc1)CSC2)c1ccccc1 (centres undefined)
    14.6µM*	20.6µM*	-3.6%
(46) Cc1cc(Cl)ccc1OCC(=O)OCC(=O)Nc1ccc(F)c([N+](=O)[O-])c1
    -1.6%	-42.9%	-13.5%
(47) CCOc1cc(NC(=S)NCCc2ccccc2)c(OCC)cc1NC(C)=O
    -9.9%	-21.7%	0.2%
(48) Cc1nn(-c2ccc([N+](=O)[O-])cc2)c2c1C(c1ccc(OC(F)F)cc1)N1C(=N2)C(=O)Nc2ccccc21 (centres undefined)
    5.17µM*	4.61µM*	-6.3%
(49) O=C(NCCN1CCCC(O)C1)c1cc(COc2cccc(C(F)(F)F)c2)on1 (centres undefined)
    -25.5%	?	.
(50) O=C(Nc1c2c(nn1-c1cccc(Cl)c1)CS(=O)(=O)C2)c1ccc2c(c1)OCO2
    1.8%	-5.8%	-6.8%
(51) COc1ccccc1C(=O)Nc1ccnn1C1CCN(Cc2ccn[nH]2)CC1
    -2.3%	-10.7%	-9.6%
(52) O=C(Nn1c(-c2ccc(Br)cc2)nc2ccccc2c1=O)c1ccncc1
    7.7%	-9.1%	-3.7%
(53) CC(=O)Nc1ccc(NC(=O)CSc2nnc(COc3ccccc3C)n2CC2CCCO2)cc1 (centres undefined)
    -6.0%	-6.9%	-1.1%
(54) COc1ccc(/C=C(/C#N)C(=O)Nc2cccnc2)cc1OC
    12.1%	7.9%	-9.8%
(55) COc1ccc(CNS(=O)(=O)c2ccc(N3CCCC3)cc2Br)cc1
    ?	?	-8.8%
(56) C=CCOc1cccc(CNCc2cccnc2)c1
    -0.2%	-2.5%	-0.4%
(57) COc1ccc(C(=O)N2CCSCC2)cc1OC1CCN(C(C)=O)CC1
    -3.8%	-1.5%	-8.2%
(58) CSc1ccc(CCNC(=O)C(C)n2c(C)c3cnn(-c4ccccc4)c(=O)c3c2C)cc1 (centres undefined)
    25.9µM*	?	0.0%
(59) Cc1nn(-c2ccccc2)c(N2CCCC2)c1/C=N/NC(=S)Nc1ccccc1C(F)(F)F
    ?	?	-2.3%
(60) CC1=C(C(=O)N(C(C)C)C(C)C)CC(CC(=O)NCCN2CCOCC2)C(=O)N1Cc1ccc(C(C)(C)C)cc1 (centres undefined)
    ?	18.4µM*	.

(continued)
Fields: DT40 TDP1 CPT	DT40 TDP1 no CPT	GCN5L2 inh
(61) O=C(c1ccccc1-n1cccn1)N1CCc2c([nH]c3ccccc23)C1c1ccccn1 (centres undefined)
    10.3µM*	10.3µM*	-1.8%
(62) COc1cccc2cc(C(=O)Nc3cc(Cl)ccc3N3CCOCC3)c(=O)oc12
    9.2%	?	-23.8%
(63) CCn1c(COc2ccccc2C)nc2ccccc21
    ?	?	2.0%
(64) COc1ccc(CN2CCC3(CC2)c2ccccc2[C@@H](NC(=O)c2ccco2)[C@@H]3OC)c(O)c1
    -7.7%[9.04 µM]	-14.6%	.
(65) CC(C)NC(=O)N1CCCN(c2nc3ccc(Cl)cc3s2)CC1
    ?	?	-4.5%
(66) O=C(CSc1nnc(NC(=O)c2ccc(S(=O)(=O)N3CCOCC3)cc2)s1)Nc1ccccc1C(F)(F)F
    -4.2%	?	0.5%
(67) O=C(Nc1ccc2c(c1)OCCO2)c1cc2sccc2n1Cc1ccc(F)cc1
    ?	?	-7.5%
(68) CCN(C(=O)COC(=O)c1ccc(O)cc1)c1cccc2ccccc12
    -0.2%	?	-7.1%
(69) Cc1cccc(C(c2sc3nc(-c4ccco4)nn3c2O)N2CCN(c3ccccc3F)CC2)c1 (centres undefined)
    -16.6%	-13.3%	-9.2%
(70) Cc1ccc(-n2ncc(C(=O)NCc3cccs3)c2C2CCN(C(=O)OC(C)(C)C)CC2)cc1
    23.1µM*	?	5.9%
(71) O=[N+]([O-])c1ccc2c(c1)C(N1CCOCC1)/C(=C/COc1ccc(F)cc1)O2 (centres undefined)
    -29.7%	?	-7.6%
(72) COc1ccc(OCC(=O)NNC(=O)c2cccc(C)c2)cc1
    -11.5%	-3.5%	-2.9%
(73) Cc1cccc(NC(=S)NCc2ccc3[nH]c4c(c3c2)CCCC4)c1
    23.1µM*	18.4µM*	-4.3%
(74) N/C(=N\OS(=O)(=O)c1ccccc1)c1cccnc1
    -8.0%	-8.5%	-2.2%
(75) CCc1ccccc1NC(=O)CSc1nc2n[nH]c(C)c2c(=N)n1-c1cccc(OC)c1
    16.4µM*	23.1µM*	-12.1%
(76) O=C(Nc1ccc(Cl)c(C(F)(F)F)c1)C1Cc2c(-c3ccc4c(c3)OCO4)ccnc2O1 (centres undefined)
    23.1µM*	?	.
(77) CS(=O)(=O)N1CCCCC1c1cc(C(=O)Nc2ccc3c(c2)OCO3)no1 (centres undefined)
    -13.4%	-15.4%	.
(78) O=C(C1CCN(CCc2ccccc2)CC1)N1CCOCC1
    3.7%	-5.7%	.
(79) Cc1onc(-c2ccc(Br)cc2)c1C(=O)Nc1ccc(Br)cc1F
    ?	?	-2.1%
(80) COc1ccc(N(Cc2ccccc2)S(=O)(=O)c2cccc(C(=O)Nc3ccccn3)c2)cc1
    ?	?	-10.9%
(81) Cc1ccc(CN2CCN(CCCn3cnc4c(OCc5ccccc5)ncnc43)CC2)cc1
    23.1µM*	?	.
(82) CN(CC(=O)Nc1ccc(Cl)c(Cl)c1)C(=O)CN1C(=O)NC2(CCCC2)C1=O
    ?	?	-3.0%
(83) COc1ccc(OC)c(N(C(=O)c2ccco2)C(C(=O)NC2CCCC2)c2ccc(N3CCOCC3)cc2)c1 (centres undefined)
    1.5%	-27.1%	-7.7%
(84) COC(=O)CSc1nnc(COc2ccc3ccccc3c2)o1
    44.5%[activator]	5.9%	-10.2%
(85) C=CCOc1cccc(C(=O)N(C)C2CCCN(Cc3ccccc3F)C2)c1 (centres undefined)
    ?	?	.
(86) O=C1c2ccccc2-c2nc3ccccc3nc21
    ?	?	-1.4%
(87) O=C(NC(=S)N1CCN(c2ccc(Cl)cc2[N+](=O)[O-])CC1)c1ccco1
    ?	?	-4.8%

Single records, from the list above.
COc1ccc(N(Cc2ccccc2)S(=O)(=O)c2cccc(C(=O)Nc3ccccn3)c2)cc1 reads DT40 TDP1 CPT: ?; DT40 TDP1 no CPT: ?; GCN5L2 inh: -10.9%
Cc1ccc(-n2ncc(C(=O)NCc3cccs3)c2C2CCN(C(=O)OC(C)(C)C)CC2)cc1 reads DT40 TDP1 CPT: 23.1µM*; DT40 TDP1 no CPT: ?; GCN5L2 inh: 5.9%

These rows are one share of the data; count on the stated rates, not on these rows.
